POLH inh = DNA polymerase eta (human) inhibition | AID 588591 | Potency, µM (series often up to 114 µM), without a hit: top-dose activity change, negative = inhibition, actives largely listed as inhibitors | recombinant Pol eta, fluorescent DNA replication assay | Q9Y253 | hit rate 1.2% among 390,000; further: on the % scale 0 is the no-effect control and ±100 the full control effect
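Pol eta at 10 nM preincubated with compounds 15 min at room temperature; reaction started with fluorescent substrate (50 nM final) and read kinetically at 0 and 10 min.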
Pol beta inh = blocks human DNA polymerase beta activity; P06746; Pol beta primer extension/strand displacement, fluorescence kinetic; Potency, µM (top dose mostly 114 µM), for inactives: at the top dose activity change, negative = inhibition, actives largely listed as inhibitors; hit rate 1.3% among 340,000; AID 485314; further: on the % scale 0 is the no-effect control and ±100 the full control effect
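Human Pol beta at 10 nM; strand-displacement substrate 50 nM final. Compound exposure 15 min at room temperature before start, reaction 10 min at room temperature.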
JMJD2A Tudor inh = JMJD2A Tudor domain (human) inhibition | AID 504339 | O75164 | AlphaScreen JMJD2A-Tudor / H3K4me3 peptide binding | Potency, µM (series often up to 114 µM), without a hit: top-dose activity change, negative = inhibition, hits mostly inhibitors | hit rate 4.4% among 390,000; further: on the % scale 0 is the no-effect control and ±100 the full control effect; nearly all actives have a fitted effect of over 50% in size
BLM inh = Bloom syndrome helicase (human) inhibition; P54132; recombinant BLM DNA unwinding, fluorescence dequenching; Potency, µM (highest dose often 56.1 µM), for the others: top-dose activity change, negative = inhibition, most hits filed as inhibitors; hit rate 0.2% among 350,000;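 further: plate controls were vehicle for no effect and no enzyme for full effect; nearly all actives have a fitted effect of over 35% in size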
Pol kappa inh = inhibitors of human DNA polymerase kappa; Q9UBT6; purified Pol kappa, fluorescent DNA synthesis assay, 10 min; Potency, µM (doses to about 107 µM), for inactives: at the top dose activity, negative = inhibition, hits mostly inhibitors; hit rate 0.53% among 400,000; AID 588579; further: on the % scale 0 is the no-effect control and ±100 the full control effect
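Kinetic fluorescence screen: compound preincubated 15 min RT with 10 nM enzyme; 50 nM substrate (final) initiates; reads at 0/10 min.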
APEX1 inh = inhibitors of human APE1 endonuclease; P27695; recombinant APE1, TAMRA/BHQ-2 abasic DNA cleavage fluorescence; Potency, µM (doses to about 65.8 µM), for the others: at the top dose activity change, negative = inhibition, actives largely listed as inhibitors; hit rate 0.35% among 350,000;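 further: plate controls were vehicle for no effect and reference inhibitor for full effect; nearly all actives have a fitted effect of over 55% in size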
Target sequence (P27695 whole entry, looked up): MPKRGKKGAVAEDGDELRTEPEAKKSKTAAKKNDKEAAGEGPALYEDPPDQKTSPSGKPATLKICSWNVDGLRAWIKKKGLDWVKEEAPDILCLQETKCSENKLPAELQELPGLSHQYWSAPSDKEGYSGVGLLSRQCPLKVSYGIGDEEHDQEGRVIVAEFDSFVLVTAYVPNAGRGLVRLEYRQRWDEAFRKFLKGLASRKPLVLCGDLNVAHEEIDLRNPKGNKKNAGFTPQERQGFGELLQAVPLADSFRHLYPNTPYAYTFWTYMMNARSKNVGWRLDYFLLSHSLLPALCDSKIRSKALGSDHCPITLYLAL
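APE1 at 0.75 nM final was preincubated with compound 15 min at room temperature, then 50 nM double-stranded THF abasic-site substrate (5'-TAMRA/3'-BHQ-2) was added. Fluorescence (ex 525/em 598 nm) was read kinetically; third-minus-first read gave activity.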
G9a block = blocks human histone lysine methyltransferase G9a; AID 504332; Potency, µM (titrated, usually from 102 µM), for inactives: at the top dose activity, negative = inhibition, usual class: inhibitors; hit rate 8.8% among 350,000; Q96KQ7; G9a H3K9 monomethylation, AlphaScreen, 2 h; further: on the % scale 0 is the no-effect control and ±100 the full control effect; nearly all actives have a fitted effect of over 75% in size
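Step 1: enzyme (final 20 nM) with compound, 15 min RT. Step 2: substrate peptide 500 nM and SAM 20 uM, 2 h RT. Step 3: anti-H3K9me1 antibody and AlphaScreen beads, 10 min, then plate read.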
BAZ2B inh = BAZ2B (human) inhibition; Potency, µM (top dose mostly 114 µM), for inactives: at the highest dose activity change, negative = inhibition, usual class: inhibitors; AlphaScreen BAZ2B-H3K14Ac peptide displacement; hit rate 4.4% among 360,000; further: on the % scale 0 is the no-effect control and ±100 the full control effect; nearly all actives have a fitted effect of over 60% in size
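Inhibition is scored as reduced AlphaScreen emission. The BAZ2B/b-H3(5-23)K14Ac complex (50 nM each) in PBS pH 7.4, 0.01% Tween-20 meets compound (up to 110 uM) for 30 min at RT before bead addition.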
POLI inh = blocks human DNA polymerase iota activity. hit rate 1% among 390,000. Pol iota fluorescent replication assay, 10 min. Q9UNA4. Potency, µM (doses to about 115 µM), inactives show top-dose activity, negative = inhibition, hits mostly inhibitors
Target sequence (Q9UNA4 whole entry, looked up): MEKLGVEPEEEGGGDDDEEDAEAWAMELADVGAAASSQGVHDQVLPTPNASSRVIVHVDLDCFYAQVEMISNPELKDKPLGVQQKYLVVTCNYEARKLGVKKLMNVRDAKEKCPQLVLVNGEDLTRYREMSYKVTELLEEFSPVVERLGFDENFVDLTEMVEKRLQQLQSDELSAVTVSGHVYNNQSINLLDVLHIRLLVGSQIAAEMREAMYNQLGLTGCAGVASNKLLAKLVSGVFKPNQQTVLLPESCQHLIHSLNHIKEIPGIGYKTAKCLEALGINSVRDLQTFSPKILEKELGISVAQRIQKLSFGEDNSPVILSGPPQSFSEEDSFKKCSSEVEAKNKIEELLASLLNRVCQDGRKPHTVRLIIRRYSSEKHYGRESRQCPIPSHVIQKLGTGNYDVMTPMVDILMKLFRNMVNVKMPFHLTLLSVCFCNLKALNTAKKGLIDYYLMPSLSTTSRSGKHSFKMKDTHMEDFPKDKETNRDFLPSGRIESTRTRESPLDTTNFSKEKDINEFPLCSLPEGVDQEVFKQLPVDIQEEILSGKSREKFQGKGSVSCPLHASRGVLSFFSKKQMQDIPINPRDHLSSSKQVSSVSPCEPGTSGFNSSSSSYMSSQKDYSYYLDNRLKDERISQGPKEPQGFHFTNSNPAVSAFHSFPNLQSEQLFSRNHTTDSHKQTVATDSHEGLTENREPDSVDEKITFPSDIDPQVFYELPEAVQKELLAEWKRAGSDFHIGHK
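Fluorescent replication assay read twice, at 0 min and 10 min after adding 50 nM (final) substrate. Enzyme (10 nM) and compounds were first incubated 15 min at room temperature; enzyme-free buffer wells were negative controls.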
Numbers without * were called inactive; [ ] = dose if it differs, or a comment. The call rests on the fitted dose curve; in most records, active means well fitted curve in the direction sought with a large enough effect; inconclusive means small, poorly fitted or top-dose-only effect, or another doubt; inactive means no such curve, though single readings can be large; an effect the other way counts as inactive or inconclusive. Potency means the concentration at half of the fitted maximal effect. These rows are one share of the data (hit frequency here may not be typical).

CCN(CC)S(=O)(=O)c1ccc(O)c(NS(=O)(=O)c2ccccc2F)c1 was read as POLH inh -8.9%, Pol beta inh 36.7%, JMJD2A Tudor inh -23.0%[57.1 µM], BLM inh 4.1%, Pol kappa inh -5.8%, APEX1 inh -3.5%, G9a block 1.41µM*, BAZ2B inh -4.9% and POLI inh 5.5%.
Screening CN(C)C(CNC(=O)c1ccc(S(=O)(=O)Nc2cccc(C(F)(F)F)c2)cc1)c1ccco1 (configuration not stated) returned POLH inh -14.5%, JMJD2A Tudor inh inconclusive, Pol kappa inh -2.9%, APEX1 inh 5.9%, G9a block -7.7%[59 µM], BAZ2B inh -7.9% and POLI inh 30.5%[activator].
Screening CCNC(=O)C1CC(=O)N(c2ccc(Br)cc2)C1 (configuration not stated) returned POLH inh -22.8%, Pol beta inh -11.3%, JMJD2A Tudor inh -15.1%[11.4 µM], BLM inh 1.8%, Pol kappa inh -2.1%, APEX1 inh -1.6%, G9a block -21.8%, BAZ2B inh -2.3% and POLI inh 15.0%.
CC(C)C(NS(=O)(=O)c1cccc2nsnc12)C(=O)NC1CCCCC1C (configuration not stated) was read as POLH inh 1.1%, Pol beta inh 0.5%, JMJD2A Tudor inh -10.8%, BLM inh 0.6%, Pol kappa inh -7.2%, APEX1 inh 37.3%, G9a block 19.5%, BAZ2B inh -2.2% and POLI inh 2.6%.
Screening O=[N+]([O-])c1cccc2c(S(=O)(=O)N3CCOCC3)cccc12 returned POLH inh inconclusive, Pol beta inh inconclusive, JMJD2A Tudor inh -34.7%, BLM inh -8.1%, Pol kappa inh -26.1%, APEX1 inh 10.6µM*, BAZ2B inh inconclusive and POLI inh inconclusive.
For c1coc(-c2nc3n(n2)C2(CCCCC2)[C@@H]2CCCC[C@@H]2N3)c1 the results were POLH inh -23.6%, Pol beta inh inconclusive, JMJD2A Tudor inh -19.9%, BLM inh -4.0%, Pol kappa inh -4.6%, G9a block -15.6%[59 µM], BAZ2B inh inconclusive and POLI inh 2.8%.
For COc1ccc(CCNC(=O)CN(c2ccc(C)cc2)S(=O)(=O)c2c(C)noc2C)cc1OC the results were POLH inh -6.6%, Pol beta inh -23.6%, JMJD2A Tudor inh 7.3%, BLM inh -4.1%, Pol kappa inh -1.0%, APEX1 inh -3.8%, G9a block 5.9%, BAZ2B inh -3.9% and POLI inh -8.0%.
For CNC(=O)c1c(NC(=O)c2cccc(N3C(=O)CCC3=O)c2)sc2c1CCCC2 the results were POLH inh 0.5%, Pol beta inh -22.4%, JMJD2A Tudor inh -12.1%, BLM inh -5.7%, Pol kappa inh -8.0%, APEX1 inh -2.9%, G9a block inconclusive, BAZ2B inh -13.4% and POLI inh 28.1%.
For COC(=O)[C@@]1(Cc2ccccc2)[C@H]2C(=O)N(Cc3ccccc3)C(=O)[C@H]2[C@H]2CN=C(SCc3ccccc3)N21 the results were POLH inh -8.6%, JMJD2A Tudor inh inconclusive, Pol kappa inh -2.1%, APEX1 inh -18.5% and POLI inh -0.5%.
Screening CC1(OC(=O)C2CCCC2)C(=O)C=C2C=C(c3ccsc3)N(Cc3ccccc3)C=C2C1=O (configuration not stated) returned POLH inh -7.1%, Pol beta inh -9.9%, JMJD2A Tudor inh inconclusive, BLM inh -8.5%[12.4 µM], Pol kappa inh -31.9%, APEX1 inh -4.8%[12.4 µM], G9a block -35.0%[59 µM], BAZ2B inh inconclusive and POLI inh 33.1%[activator].
Screening Cc1cccc(NC(=O)c2cc([N+](=O)[O-])ccc2NC2CCCCC2)c1 returned POLH inh inconclusive, Pol beta inh 0.2%, JMJD2A Tudor inh -47.6%, BLM inh -4.6%, Pol kappa inh -5.0%, APEX1 inh -3.1%, G9a block inconclusive, BAZ2B inh inconclusive and POLI inh 6.2%.
Screening Cc1noc(C)c1S(=O)(=O)N(CC(=O)Nc1ccc2c(c1)OCO2)c1ccc(C(C)C)cc1 returned POLH inh -25.5%, Pol beta inh 1.5%, JMJD2A Tudor inh -24.8%, BLM inh -13.0%, Pol kappa inh 4.4%, APEX1 inh -2.5%, G9a block -17.1%, BAZ2B inh -4.6% and POLI inh -2.4%.
For CCCCN(CCCC)Cc1ccc(C(=O)NNC(=O)Nc2ccccc2)o1 the results were POLH inh -6.6%, Pol beta inh 2.6%, JMJD2A Tudor inh -8.8%, BLM inh -3.1%, Pol kappa inh -6.7%, APEX1 inh 3.7%, G9a block inconclusive, BAZ2B inh 3.2% and POLI inh -11.3%.
Screening CCOC(=O)COc1ccc([N+](=O)[O-])cc1-c1ccnc2cc(-c3ccc(Cl)cc3)nn12 returned POLH inh -7.9%, Pol beta inh 3.7%, JMJD2A Tudor inh -9.7%, BLM inh -6.8%, Pol kappa inh -2.8%, G9a block 8.3%[59 µM], BAZ2B inh -13.2% and POLI inh inconclusive.
COc1ccc(N(C(C)C(=O)N/N=C/c2ccc(OCC(C)C)cc2)S(C)(=O)=O)cc1 (configuration not stated) was read as POLH inh -24.1%, Pol beta inh -9.3%, JMJD2A Tudor inh inconclusive, BLM inh -11.1%, Pol kappa inh -21.7%, APEX1 inh inconclusive, G9a block 6.0%[59 µM], BAZ2B inh -32.4% and POLI inh 36.3%[activator].
O=C(OCc1ccc(COC(=O)c2cccnc2Cl)cc1)c1cccnc1Cl was read as POLH inh 0.5%, Pol beta inh -1.3%, JMJD2A Tudor inh -15.8%[11.4 µM], BLM inh -3.0%, Pol kappa inh -6.6%, APEX1 inh -4.7%, G9a block -2.6%, BAZ2B inh 11.6% and POLI inh 5.6%.
`Cc1csc(NC(=O)c2ccc(C)c(S(=O)(=O)N3CCOCC3)c2)n1` gave Pol beta inh inconclusive, BLM inh -0.4%, APEX1 inh inconclusive, G9a block -12.5% and BAZ2B inh -25.6%.
O=C(CSc1ncc(C(F)(F)F)cc1Cl)N1CCN(S(=O)(=O)c2ccccc2)CC1 was read as POLH inh -9.2%, Pol beta inh 7.0%, JMJD2A Tudor inh -17.9%, BLM inh -4.5%, Pol kappa inh -21.0%, APEX1 inh -2.9%, G9a block -0.2%[59 µM], BAZ2B inh 11.5% and POLI inh 5.4%.
CC1c2cc3c(cc2CCN1CC(=O)Nc1ccccc1)OCCCO3 (configuration not stated) was read as POLH inh -11.6%, Pol beta inh 25.6%, JMJD2A Tudor inh -13.6%, BLM inh 1.2%, Pol kappa inh -9.4%, APEX1 inh -22.5%, BAZ2B inh 6.5%[57.1 µM] and POLI inh 1.7%.
For CCCc1nnc(NC(=O)CCC(=O)N2CCN(c3nc(C)cc(C)n3)CC2)s1 the results were POLH inh -4.3%, Pol beta inh -23.1%, JMJD2A Tudor inh -10.1%, BLM inh -2.5%, Pol kappa inh 3.6%, APEX1 inh -1.3%, G9a block 6.8%, BAZ2B inh -1.7% and POLI inh 14.3%.
`Cc1onc(-c2c(F)cccc2Cl)c1C(=O)NC1CCCCCC1` gave POLH inh -6.5%, Pol beta inh 10.7%, JMJD2A Tudor inh 6.3%, BLM inh -4.6%, Pol kappa inh -5.1%, APEX1 inh 14.8%, G9a block 25.0%, BAZ2B inh 2.0% and POLI inh 16.1%.
Screening O=C(COC(=O)/C=C/c1cccc(F)c1)Nc1ccc(Cl)cn1 returned POLH inh -10.1%, Pol beta inh -2.3%, JMJD2A Tudor inh -11.9%, BLM inh -11.1%, Pol kappa inh -13.0%, APEX1 inh -3.2%, G9a block -0.8%, BAZ2B inh -9.3% and POLI inh 116.8%[activator].
Screening CC(=O)c1ccc2noc(-c3ccc(C)cc3)c2c1 returned POLH inh -7.3%, Pol beta inh -14.1%, JMJD2A Tudor inh 7.1%, BLM inh -0.5%, Pol kappa inh 8.7%, APEX1 inh -11.2%, G9a block 27.6%, BAZ2B inh 39.2%[activator] and POLI inh -3.4%.
For CCC(C)NC(=O)C1CCN(S(=O)(=O)c2ccc(OC)cc2)CC1 (configuration not stated) the results were POLH inh -10.1%, Pol beta inh 0.4%, JMJD2A Tudor inh 1.3%, BLM inh -9.1%, Pol kappa inh 0.0%, APEX1 inh 6.7%, G9a block -3.4%[59 µM], BAZ2B inh -2.7% and POLI inh 10.5%.
Screening Cc1cc(C(=O)N2CCCC(C(=O)c3ccc(Oc4ccccc4)cc3)C2)n[nH]1 (configuration not stated) returned POLH inh -18.0%, Pol beta inh -15.2%, JMJD2A Tudor inh -22.1%, BLM inh -8.5%, Pol kappa inh 3.8%, APEX1 inh -3.3%, G9a block 15.1%[12.7 µM], BAZ2B inh -6.8% and POLI inh 28.7%.
`CC1CC(C)CN(C(=O)C2CCCN(S(=O)(=O)c3cccc4nonc34)C2)C1` (configuration not stated) gave POLH inh -16.4%, Pol beta inh -2.0%, JMJD2A Tudor inh -28.3%, BLM inh 4.6%, Pol kappa inh -7.3%, APEX1 inh 2.0%, G9a block 8.1%[59 µM], BAZ2B inh -33.8% and POLI inh 1.2%.
`Cc1cc(/C=N/n2cnnc2)c(C)n1-c1ccc(Cl)cc1` gave POLH inh -3.7%, Pol beta inh 28.5%, JMJD2A Tudor inh -29.8%, BLM inh 1.6%, Pol kappa inh -13.4%, APEX1 inh -4.3%, G9a block 14.1µM*, BAZ2B inh -38.9% and POLI inh 25.2%.
O=C(COC(=O)c1cccs1)Nc1cc(S(=O)(=O)N2CCOCC2)ccc1Cl was read as POLH inh -7.7%, Pol beta inh 5.2%, JMJD2A Tudor inh -6.9%, BLM inh -5.2%, Pol kappa inh -14.9%, APEX1 inh 1.7%, G9a block -3.4%, BAZ2B inh -5.9% and POLI inh -24.6%.
Cc1ccc(S(=O)(=O)CCC(=O)Nc2nc(-c3ccncc3)cs2)cc1 was read as POLH inh -20.1%, Pol beta inh -2.8%, JMJD2A Tudor inh 14.4%, BLM inh -3.7%, Pol kappa inh -13.0%, APEX1 inh 14.1%, G9a block 39.8µM*, BAZ2B inh -37.8% and POLI inh 44.3%[activator].
CCC1CN(C(=O)C2CCN(S(=O)(=O)c3c(C)noc3/C=C/c3ccccc3F)CC2)c2cc(Cl)ccc2O1 (configuration not stated) was read as POLH inh -23.2%, Pol beta inh -1.2%, JMJD2A Tudor inh -10.2%, BLM inh -4.0%, Pol kappa inh -2.2%[60.1 µM], G9a block -3.2%[59 µM], BAZ2B inh 1.7% and POLI inh 31.1%[activator].
